Screening data as filed in PubChem BioAssay.
U2OS ROS induce: inducers of reactive oxygen species in cancer cells; ROS induction (% of piperlongumine), % at 10 µM; AID 624156; 2% of 46,000 active; U2OS ROS induction, H2DCF-DA fluorescence; in the data active means ROS induction above about 79%, passing the limit was not always enough;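 further: 0% = DMSO vehicle median and 100% = reference compound median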
The depositor's hits bear a star.

SMILES | U2OS ROS induce
O=C(NCCCN1CCCCC1)c1ccc2nc(N3CCCCC3)sc2c1 | -5
COC(=O)c1ccccc1NC(=O)COc1ccc(C)cc1C | -1
C[C@@H]1CN([C@@H](C)CO)C(=O)c2cccc(NC(=O)NC3CCCCC3)c2O[C@H]1CN(C)Cc1ccc2c(c1)OCO2 | 16
COc1ccc(NC(=O)N(C)C[C@H]2Oc3c(NC(=O)c4ccncc4)cccc3C(=O)N([C@@H](C)CO)C[C@H]2C)cc1 | 3
COc1ccc(N(CC(=O)Nc2ccccc2Br)S(C)(=O)=O)cc1OC | -3
Cc1ccc(CS(=O)Cc2ccc(C(=O)NCc3ccccc3)o2)cc1 (configuration not stated) | -9
C[C@H]1CN([C@@H](C)CO)C(=O)c2cccc(NC(=O)CCCCCC(=O)Nc3ccccc3N)c2O[C@H]1CN(C)S(C)(=O)=O | -5
Cc1noc(C)c1C(=O)Oc1ccc(-c2n[nH]nc2C#N)cc1 | 22
C[C@H]1CN([C@@H](C)CO)C(=O)Cc2cc(NC(=O)CCN3CCOCC3)ccc2O[C@H]1CN(C)S(=O)(=O)c1cn(C)cn1 | -5
C[C@H](CO)N1C[C@H](C)[C@H](CN(C)C(=O)Nc2ccc(C(F)(F)F)cc2)Oc2ccc(NS(=O)(=O)c3ccc(F)cc3)cc2C1=O | 27
Cc1noc(C)c1NC(=O)Nc1cccc2c1O[C@@H](CN(C)Cc1ccncc1)[C@H](C)CN([C@H](C)CO)C2=O | -5
C[C@H](CO)N1C[C@H](C)[C@H](CN(C)Cc2ccc(C(F)(F)F)cc2)Oc2ccc(NC(=O)C3CC3)cc2C1=O | 4
Cc1cc(C(=O)Nc2cccc3c2O[C@@H](CN(C)CC2CC2)[C@@H](C)CN([C@H](C)CO)C3=O)n(C)n1 | 2
C[C@H]1CN([C@@H](C)CO)C(=O)c2cc(NC(=O)Cc3ccccc3)ccc2O[C@H]1CN(C)C(=O)Nc1ccc(C(F)(F)F)cc1 | 7
CCOC(=O)CSc1cc(C)nc(N)n1 | -4
COc1ccc(C(C)C)cc1S(=O)(=O)Nc1cccnc1 | 13
C=C(C)C1=C[C@@]2(C)C(=CC1=O)CC[C@@H](O)[C@@H]2C | 1
C[C@H]1CN([C@@H](C)CO)C(=O)Cc2cc(NC(=O)CCN3CCOCC3)ccc2O[C@H]1CN(C)Cc1ccc(Cl)c(Cl)c1 | -3
COc1ccc(NC(=O)N(C)C[C@@H]2Oc3ccc(NS(=O)(=O)c4ccccc4)cc3CC(=O)N([C@@H](C)CO)C[C@@H]2C)cc1 | 5
C[C@H]1CN([C@@H](C)CO)C(=O)Cc2cc(N(C)C)ccc2O[C@H]1CN(C)C(=O)Nc1ccc(C(F)(F)F)cc1 | -2

16 structures already listed, sorted by length of the SMILES, rising:
SMILES | U2OS ROS induce
CCOC(=O)CSc1cc(C)nc(N)n1 | -4
COC(=O)c1ccccc1NC(=O)COc1ccc(C)cc1C | -1
O=C(NCCCN1CCCCC1)c1ccc2nc(N3CCCCC3)sc2c1 | -5
Cc1noc(C)c1C(=O)Oc1ccc(-c2n[nH]nc2C#N)cc1 | 22
Cc1ccc(CS(=O)Cc2ccc(C(=O)NCc3ccccc3)o2)cc1 (configuration not stated) | -9
COc1ccc(N(CC(=O)Nc2ccccc2Br)S(C)(=O)=O)cc1OC | -3
C=C(C)C1=C[C@@]2(C)C(=CC1=O)CC[C@@H](O)[C@@H]2C | 1
Cc1cc(C(=O)Nc2cccc3c2O[C@@H](CN(C)CC2CC2)[C@@H](C)CN([C@H](C)CO)C3=O)n(C)n1 | 2
Cc1noc(C)c1NC(=O)Nc1cccc2c1O[C@@H](CN(C)Cc1ccncc1)[C@H](C)CN([C@H](C)CO)C2=O | -5
C[C@H](CO)N1C[C@H](C)[C@H](CN(C)Cc2ccc(C(F)(F)F)cc2)Oc2ccc(NC(=O)C3CC3)cc2C1=O | 4
C[C@H]1CN([C@@H](C)CO)C(=O)Cc2cc(N(C)C)ccc2O[C@H]1CN(C)C(=O)Nc1ccc(C(F)(F)F)cc1 | -2
C[C@@H]1CN([C@@H](C)CO)C(=O)c2cccc(NC(=O)NC3CCCCC3)c2O[C@H]1CN(C)Cc1ccc2c(c1)OCO2 | 16
C[C@H]1CN([C@@H](C)CO)C(=O)Cc2cc(NC(=O)CCN3CCOCC3)ccc2O[C@H]1CN(C)Cc1ccc(Cl)c(Cl)c1 | -3
C[C@H]1CN([C@@H](C)CO)C(=O)c2cccc(NC(=O)CCCCCC(=O)Nc3ccccc3N)c2O[C@H]1CN(C)S(C)(=O)=O | -5
C[C@H]1CN([C@@H](C)CO)C(=O)c2cc(NC(=O)Cc3ccccc3)ccc2O[C@H]1CN(C)C(=O)Nc1ccc(C(F)(F)F)cc1 | 7
C[C@H](CO)N1C[C@H](C)[C@H](CN(C)C(=O)Nc2ccc(C(F)(F)F)cc2)Oc2ccc(NS(=O)(=O)c3ccc(F)cc3)cc2C1=O | 27

Further structures follow.
SMILES | U2OS ROS induce
CC(=O)c1cccc(NC(=O)C2CCCN(S(=O)(=O)c3ccc(F)cc3)C2)c1 (configuration not stated) | 0
COc1ccc(S(=O)(=O)Nc2cccc3c2O[C@H](CN(C)CC2CCCCC2)[C@@H](C)CN([C@H](C)CO)C3=O)cc1 | 22
CC(C)NC(=O)N(C)C[C@@H]1Oc2ccc(NC(=O)Nc3ccc(F)cc3)cc2C(=O)N([C@@H](C)CO)C[C@H]1C | -4
C[C@@H]1CN([C@H](C)CO)C(=O)Cc2cc(NS(=O)(=O)c3cccs3)ccc2O[C@H]1CN(C)Cc1ccc(-c2ccccc2)cc1 | 96*
COc1cc(C)c2c(=O)cc(-c3ccccc3)oc2c1 | -8
CC(C)(CN=C1NS(=O)(=O)c2ccccc21)CNC(=O)c1ccccc1Cl | 0
C[C@H](CO)N1C[C@H](C)[C@H](CN(C)C(=O)Nc2ccc(C(F)(F)F)cc2)Oc2c(NS(=O)(=O)c3cccs3)cccc2C1=O | 14
C[C@@H]1CN([C@H](C)CO)C(=O)c2cccc(NC(=O)Nc3ccccc3)c2O[C@@H]1CN(C)C(=O)Nc1ccccc1 | 14
COc1ccc(NC(=O)Nc2ccc(N3CCCC3=O)cc2)cc1OC | -7
C[C@H]1CN([C@@H](C)CO)C(=O)c2cc(NC(=O)C3CC3)ccc2O[C@H]1CN(C)C(=O)Nc1ccccc1 | -2
CC1=NN(c2nc3ccccc3s2)C(O)(C(F)(F)F)C1 (configuration not stated) | -4
C[C@H](CO)N1C[C@H](C)[C@@H](CN(C)C(=O)Nc2ccccc2)Oc2ccc(NS(=O)(=O)c3ccc(F)cc3)cc2C1=O | 0
COc1ccc(S(=O)(=O)Nc2ccc3c(c2)C(=O)N([C@H](C)CO)C[C@@H](C)[C@H](CN(C)Cc2ccc(Oc4ccccc4)cc2)O3)cc1 | 21
CN(Cc1ccccc1)C(=O)c1ccccc1Cl | -14
C[C@@H]1CCCCO[C@@H](CN(C)Cc2ccc3c(c2)OCO3)[C@@H](C)CN([C@H](C)CO)C(=O)c2cc(NC(=O)Cc3ccccc3)ccc2O1 | 22
CCOc1ccc(CCNC(=O)C2CCN(S(C)(=O)=O)CC2)cc1OCC | -11
CCCCC[C@H](O)CC(=O)CCc1ccc(O)c(OC)c1 | 6
O=C(CS(=O)(=O)Nc1cccc(C(F)(F)F)c1)Nc1cccc(C(F)(F)F)c1 | -22
Cc1ncoc1C(=O)NCCC(c1ccccc1)c1ccccc1 | 10
COc1ccc(C(=O)CSc2nc3ccc(OC)cc3[nH]2)cc1 | 24
CN(C)CCNC(=O)c1cc2ccccc2oc1=O | 6
COc1ccc(NC(=O)N(C)C[C@H]2Oc3c(NC(=O)C4CCOCC4)cccc3C(=O)N([C@H](C)CO)C[C@@H]2C)cc1 | -9
Fc1ccc([C@@H]2CCNC[C@H]2COc2ccc3c(c2)OCO3)cc1 | -4
Cc1noc(C)c1NC(=O)Nc1ccc2c(c1)C(=O)N([C@H](C)CO)C[C@H](C)[C@H](CN(C)S(=O)(=O)c1ccc(F)cc1)O2 | 47
Cc1nn(CCCNC(=O)C2CCCO2)cc1Br (configuration not stated) | -1
Cc1noc(C)c1NC(=O)Nc1cccc2c1O[C@H](CN(C)Cc1ccc(-c3ccccc3)cc1)[C@H](C)CN([C@H](C)CO)C2=O | 13
CC(C)NC(=O)N(C)C[C@H]1Oc2c(NC(=O)C3CCOCC3)cccc2C(=O)N([C@@H](C)CO)C[C@H]1C | -3
C[C@H]1CN([C@@H](C)CO)C(=O)Cc2cc(NC(=O)Nc3cccc4ccccc34)ccc2O[C@@H]1CN(C)S(=O)(=O)c1cn(C)cn1 | -2
C[C@@H]1CN([C@H](C)CO)C(=O)c2cc(NC(=O)CCCCCC(=O)Nc3ccccc3N)ccc2O[C@H]1CN(C)C(=O)Nc1ccccc1 | -5
CSc1sc(C(=O)NN)cc1S(=O)(=O)C(C)C | 6
C[C@H](CO)N1C[C@H](C)[C@@H](CN(C)Cc2ccc(C(=O)Nc3ccccc3N)cc2)Oc2c(NS(C)(=O)=O)cccc2C1=O | -8
Cn1c(CCCO)nc2ccccc21 | 1
Cc1ccc2c(Sc3ccc(Cl)cc3)c(C(=O)O)[nH]c2c1 | 12
C[C@H]1CN([C@@H](C)CO)C(=O)CCCn2cc(nn2)CO[C@H]1CN(C)C(=O)c1ccccc1 | 14
COc1ccc(S(=O)(=O)Nc2ccc3c(c2)CC(=O)N([C@@H](C)CO)C[C@H](C)[C@@H](CN(C)Cc2ccc(Oc4ccccc4)cc2)O3)cc1 | 20
Cc1noc(C)c1NC(=O)N(C)C[C@H]1Oc2ccc(NC(=O)C3CC3)cc2CC(=O)N([C@H](C)CO)C[C@H]1C | -5
CCc1ccc(S(=O)(=O)NCC(=O)O)cc1 | -19
C[C@H]1CN([C@@H](C)CO)C(=O)c2cc(NC(=O)Cc3cn(C)c4ccccc34)ccc2O[C@H]1CN(C)C(=O)Nc1ccc2c(c1)OCO2 | 5
C[C@H]1CN([C@@H](C)CO)C(=O)CCCn2cc(nn2)CO[C@@H]1CN(C)C(=O)C1CCCCC1 | -6
O=C(O)COCC(=O)Nc1ccc2c(c1)oc1ccccc12 | 5
Cc1ccccc1NC(=O)CSc1ncnc2scc(-c3ccc(Cl)cc3)c12 | -5
C[C@@H]1CCCCO[C@H](CN(C)C)[C@@H](C)CN([C@H](C)CO)C(=O)c2cc(NC(=O)Nc3ccc(F)cc3)ccc2O1 | -7
C[C@H]1CN([C@@H](C)CO)C(=O)c2cc(NC(=O)Nc3cccc4ccccc34)ccc2O[C@H]1CN(C)C(=O)NC1CCCCC1 | 30
COc1ccc(S(=O)(=O)Nc2ccc3c(c2)CC(=O)N([C@H](C)CO)C[C@@H](C)[C@@H](CN(C)S(=O)(=O)c2ccccc2)O3)cc1 | -5
CC(=O)O[C@@H]1O[C@@H]2CO[C@@H](c3ccccc3)O[C@H]2[C@H](OC(C)=O)[C@H]1OC(C)=O | -5
C[C@@H]1CCCCO[C@H](CN(C)C(=O)Nc2cccc3ccccc23)[C@@H](C)CN([C@H](C)CO)C(=O)c2cc(NS(=O)(=O)c3cn(C)cn3)ccc2O1 | 0
O=c1cc(-c2ccccc2)oc2ccccc12 | 48
Cc1c(S(=O)(=O)c2ccc(Cl)cc2)csc1C(=O)Nc1ccc(F)cc1F | -1
C[C@@H]1CN([C@@H](C)CO)C(=O)c2cccc(NC(=O)c3cnccn3)c2O[C@@H]1CN(C)C | -8
CCCNC(=O)c1cc(=O)n(Cc2ccc(C)cc2)c2ccccc12 | -7
Cc1ccc(NC(=O)C2CCCN(S(=O)(=O)c3ccc4nc(-c5ccccc5)[nH]c4c3)C2)cc1 (configuration not stated) | 34
COC(=O)c1cc(OC)c(OC)cc1NC(=O)COc1ccc(Cl)cc1Br | -7
C[C@@H]1CN([C@@H](C)CO)C(=O)c2cccc(NC(=O)NC3CCCCC3)c2O[C@@H]1CN(C)Cc1ccc(C(F)(F)F)cc1 | 0
COc1cc([C@@H]2c3cc4c(cc3[C@@H](OC3OC5COC(C)OC5C(O)C3O)[C@H]3COC(=O)[C@H]23)OCO4)cc(OC)c1O (some centres not stated) | 0
C[C@@H]1CN([C@H](C)CO)C(=O)c2cc(NC(=O)Nc3ccccc3)ccc2O[C@@H]1CN(C)S(C)(=O)=O | -13
O=C1c2ccccc2C(=O)N1CCn1c(=O)oc2ccccc21 | 3
C[C@@H]1CN([C@@H](C)CO)C(=O)c2cc(NC(=O)Cn3cnnn3)ccc2O[C@H]1CN(C)C(=O)Nc1ccccc1 | -27
CC1CCCCC1NS(=O)(=O)c1ccc(S(=O)(=O)N2CCN(c3ncccn3)CC2)cc1 (configuration not stated) | 24
CC(C)NC(=O)N(C)C[C@@H]1OCc2cnnn2CCCC(=O)N([C@@H](C)CO)C[C@@H]1C | 3
C[C@H]1CN([C@@H](C)CO)C(=O)c2cc(NC(=O)Nc3ccc(C(F)(F)F)cc3)ccc2O[C@@H]1CN(C)C(=O)Nc1ccc(F)cc1 | 14

Additional compounds follow.
SMILES | U2OS ROS induce
CC[N+](C)(CC)Cc1cc2ccccc2c2c1COC2 | -5
C[C@@H]1CN([C@H](C)CO)C(=O)c2cc(NS(=O)(=O)c3ccc(Cl)cc3)ccc2O[C@H]1CN(C)S(=O)(=O)c1cccs1 | -4
COc1cc(O)c(C(C)=O)c(OC)c1 | -11
C/C=C(\C)C(=O)O[C@@H]1c2c(ccc3ccc(=O)oc23)OC(C)(C)[C@@H]1OC(C)=O | 4
Cc1cccc(NC(=O)c2ccccc2NC(=O)COc2ccccc2Cl)c1C | 8
COc1ccc(-c2noc(CC(=O)N(C)CCC#N)n2)cc1 | -7
COc1ccc(OC(=O)N(C)C[C@H]2OCc3cn(nn3)CCCC(=O)N([C@@H](C)CO)C[C@H]2C)cc1 | -7
[N-]=[N+]=NCc1ccccc1C[C@@]1(C(=O)N2CCOCC2)N=C(c2ccc(OCCCO)cc2)O[C@@H]1c1ccccc1 | 53
C[C@H]1CN([C@@H](C)CO)C(=O)CCCn2cc(nn2)CO[C@@H]1CN(C)S(=O)(=O)c1ccc2c(c1)OCCCO2 | -26
CC(C)NC(=O)N(C)C[C@H]1Oc2c(NC(=O)CCCCCC(=O)Nc3ccccc3N)cccc2C(=O)N([C@H](C)CO)C[C@@H]1C | -4
COc1ccc(NC(=O)CSC2CC(=O)N(c3ccccc3)C2=O)cc1Cl (configuration not stated) | -9
C=CCN1C(=O)C(O)(CC(=O)c2ccccc2)c2ccccc21 (configuration not stated) | 59
COc1ccc2c(c1)c(C(=O)O)c(C)n2CCc1ccc(OC)c(OC)c1 | 24

Not all compounds are listed. The share of hits here may be higher or lower than overall.
